Platelet DG rel – platelet dense granule release activity; inhibition, %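 (compounds screened at 7.5 µM in platelet-rich plasma)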; human platelet-rich plasma, SFLLRN dense granule ATP release, luminescence; 300,000 tested, 0.22% active;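 active = mean replicate score, as percent of positive control, at or above 50; inconclusive = mean below 50 but at least one replicate at or above 50; inactive = mean and every replicate below 50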
HDAC3 inhib – inhibitors of human histone deacetylase 3; O15379; recombinant HDAC3, fluorogenic peptide/trypsin coupled, fluorescence; inhibition, % at 8.3 µM; 320,000 tested, 0.15% active; AID 2718; in the data active = inhibition above about 26%, passing the limit was not always enough; inconclusive = no clear call, values can overlap the other calls
Target sequence (O15379 whole entry, looked up): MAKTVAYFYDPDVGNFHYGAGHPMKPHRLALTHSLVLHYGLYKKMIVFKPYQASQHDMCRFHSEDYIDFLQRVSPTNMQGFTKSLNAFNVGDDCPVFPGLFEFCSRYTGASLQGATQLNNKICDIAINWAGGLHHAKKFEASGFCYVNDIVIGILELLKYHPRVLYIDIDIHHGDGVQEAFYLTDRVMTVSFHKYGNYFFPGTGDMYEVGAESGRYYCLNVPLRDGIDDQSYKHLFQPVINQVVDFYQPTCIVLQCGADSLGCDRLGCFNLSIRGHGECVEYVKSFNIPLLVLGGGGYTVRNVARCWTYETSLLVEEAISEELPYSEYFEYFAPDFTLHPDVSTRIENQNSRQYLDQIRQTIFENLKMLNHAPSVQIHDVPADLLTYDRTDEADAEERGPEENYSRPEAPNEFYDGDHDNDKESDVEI
GSK3A inh – blocks human GSK-3 alpha kinase; ADP-Glo luminescence, 60 min; inhibition, % at 10 µM; 320,000 tested, 0.1% active;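 in the data active = inhibition above about 50%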;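 note: GST-tagged GSK-3 alpha with peptide substrate and 25 µM ATP; 0% = DMSO neutral wells and 100% = GW8510 positive control wells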
DYRK1A inh – Dyrk1A (rat) kinase inhibition; inhibition, % at 12.5 µM; ADP-Glo luminescence, NFATc1 peptide; 310,000 tested, 0.43% active; AID 504441; Q63470; in the data active = inhibition above about 50%;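 note: plate controls were vehicle with enzyme for no effect and no enzyme for full effect; many of its hits are not listed in these tables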
AI-2 QS mod – modulators of Vibrio harveyi AI-2 quorum sensing system | Vibrio harveyi JMH597 AI-2 luminescence/OD600 ratio, 9 h; stronger effect = lower value; strain lacks LuxN and CqsS sensors; 0 = neutral-control median | activity change, % at 7.5 µM | 300,000 tested, 0.4% active; in the data active = activity change below about -75%, passing the limit was not always enough; inconclusive = no clear call, values can overlap the other calls;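 note: luminescence divided by OD600 gain over 9 h not by final OD600 alone; inactives centre near 13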
HSF1 inh – HSF1 inhibition | AID 2098 | NIH3T3-HGL HSE-luciferase, MG132-induced, luminescence 8 h; stronger effect = lower value | 300,000 tested, 0.77% active | activity change, negative = inhibition, % at 7.5 µM (by protocol);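 active = more than half of replicate wells show activity change below -50%, luminescence cut by over half; inconclusive = some wells, but at most half, below -50%; inactive = no replicate well below -50%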;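 note: luciferase reports HSF-1 transcriptional activity via heat shock element; 0% = median of DMSO wells and -100% = zero luminescence signal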
GSK3B inh – human GSK3beta kinase inhibition; P49841; GST-GSK3beta kinase, ADP-Glo luminescence, 60 min; stronger effect = lower value; activity score (negative = inhibition), % at 10 µM; 300,000 tested, 0.038% active;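 active = more than half of replicate wells score below -50%, meaning over 50% inhibition versus plate controls; inconclusive = some replicates but at most half score below -50%; inactive = no replicate scores below -50%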;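 note: 0% = median DMSO wells and -100% = median GW8510 positive control wells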
Target sequence (P49841 whole entry, looked up): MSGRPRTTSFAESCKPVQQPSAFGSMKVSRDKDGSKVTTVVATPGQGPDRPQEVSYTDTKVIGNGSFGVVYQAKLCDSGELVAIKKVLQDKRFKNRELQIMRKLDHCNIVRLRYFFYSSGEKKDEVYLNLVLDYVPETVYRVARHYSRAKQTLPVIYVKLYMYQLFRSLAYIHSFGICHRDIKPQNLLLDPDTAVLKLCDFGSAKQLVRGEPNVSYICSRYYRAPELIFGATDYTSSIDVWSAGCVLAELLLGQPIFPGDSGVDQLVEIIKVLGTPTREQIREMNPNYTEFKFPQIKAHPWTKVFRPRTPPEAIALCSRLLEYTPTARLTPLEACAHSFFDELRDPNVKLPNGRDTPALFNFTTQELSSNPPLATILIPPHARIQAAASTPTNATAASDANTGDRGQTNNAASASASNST
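Assay system: GST-fused GSK3beta enzyme, cell-free / Medium: Tris pH 7.5 buffer with MgCl2, DTT, BSA, heparin / Also added: peptide substrate plus 25 µM ATP (final) / Compound: 10 µM single point / Timing: kinase reaction with compound 60 min at room temperature / Detection: ADP-Glo luminescence / Benchmarks: DMSO neutral wells and GW8510 at 20 µM as positive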
HSF-1 act – increases HSF-1 driven luciferase reporter signal; NIH3T3-HGL HSF-1 luciferase reporter, MG132, 8 h; 100% = twice DMSO control signal; activation, % at 9 µM; 300,000 tested, 1.7% active; AID 504408;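 active = mean replicate activation of at least 50% with a set share of replicates each reaching 50%; inconclusive = only one of those two conditions met; inactive = mean below 50% and too few replicates reaching it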;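 note: 0% = median of the neutral control wells and 100% = twice that signal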
HSP90 refold inh – HSP90 refolding inhibition in rabbit reticulocyte lysate; luciferase refolding luminescence, 3 h; inhibition, % at 5.6 µM; 290,000 tested, 0.91% active;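 active = inhibition above the screen-wide mean plus 3 SD, computed separately per campaign, cut at about 16% in these data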;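 note: 0% = DMSO wells and 100% = 60 µM geldanamycin wells; inhibitors lower the luminescence because luciferase stays unfolded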
PolyA inhibitor – blocks polyadenylation in yeast reporter cells. S. cerevisiae SKY197-pL101 polyadenylation reporter, beta-gal luminescence; efflux-impaired pdr1/pdr3 knockout yeast; score 100 = 6 SD above DMSO. calls only at 12 µM. 300,000 tested, 0.02% active;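 active = lowest replicate activity score at least 50, where 100 means six control SD above control mean; inconclusive = lowest score under 50 but half or more replicates reach 50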;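 note: yeast exposed to compound for 9 h at 30 °C; higher score means more reporter readthrough which indicates perturbed polyadenylation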
Numbers without * were called inactive; i = inactive; ? = inconclusive; · = no result given. A portion of the library, so the mix of outcomes need not match the whole.

Platelet DG rel	HDAC3 inhib	GSK3A inh	DYRK1A inh	AI-2 QS mod	SMILES	HSF1 inh	GSK3B inh	HSF-1 act	HSP90 refold inh	PolyA inhibitor
0	0	-4	-2	7	O=C(NNS(=O)(=O)c1ccc(F)cc1)c1cc(Cl)ccc1O	-4	2	-2	-5	i
11	9	3	-1	14	COc1cc(NC(=O)c2nnn(Cc3ccc(SC)cc3)c2N)cc(OC)c1	11	1	26	5	i
2	-5	0	6	19	CCSc1nnc(N2C(=O)CC(c3ccsc3)C3=C2CC(C)(C)CC3=O)s1 (centres undefined)	14	2	21	1	i
-2	1	-2	16	50	O=C(O)CCc1ccc(NCc2cccc(Oc3ccccc3)c2)cc1	-4	6	-3	·	i
0	·	0	8	31	Cc1oc(-c2ccccc2F)nc1CS(=O)CC(=O)NCc1cccs1 (centres undefined)	-3	-2	-2	-3	i
-3	·	·	-9	13	Cn1ncc([N+](=O)[O-])c1C(=O)NC1CCCCCC1	-5	-4	-12	3	i
24	-6	-4	·	12	Brc1ccccc1CN1CCN(Cc2c[nH]c3ccccc23)CC1	-25	1	-30	·	i
1	-3	0	4	14	CCCC(=O)Nc1cc(OCC)c(NC(=O)NC2CCCCC2)cc1OCC	-7	0	-4	1	i
-4	6	0	6	11	CCCOP(=O)(OCCC)C(NC(=O)C(C)(C)C)c1ccccc1 (centres undefined)	-5	2	6	-1	i
4	9	-2	-2	-1	Cc1ccc(/C=C/C(=O)N2CCCN(C(=O)/C=C/c3ccc(C)cc3)CC2)cc1	19	3	?	8	i
3	1	-4	7	-1	CCn1ccc(-c2ccccc2)c(C#N)c1=O	-2	-3	-8	-5	i
-8	8	0	-1	-1	COc1cc(C2NC(=S)NC(C)=C2C(=O)OC(C)C)ccc1OC(C)C (centres undefined)	1	0	-6	-4	i
6	-2	-1	-4	24	CCOC(=O)c1c(C)[nH]c(C)c1S(=O)(=O)N(C)CC(=O)Nc1ccccc1	5	-27	26	-1	i
6	-5	-1	-2	12	COc1ccccc1NC(=O)C(=O)NCc1ccccc1Cl	4	3	4	0	i
-7	7	2	-1	15	CC1(C)Cc2c(sc(NC(=O)C(=O)NCCCN3CCOCC3)c2C#N)CO1	-4	-3	-22	-3	i
-8	9	-1	-13	-3	Cc1ccc2[nH]cc(CCNC(=O)Nc3ccccc3)c2c1	13	-2	33	-2	i
1	9	0	11	-4	CCCCOC(=O)Nc1cc(C)c(Cl)cc1OC	3	1	17	4	i
1	0	1	7	12	O=C(NCCc1ccccc1)c1ccc(-n2cnnn2)cc1	9	1	8	-1	i
7	4	-2	-1	7	COc1ccc(NC(=O)CN2CCN(CC(=O)Nc3ccc(F)cc3)CC2)c(OC)c1	0	2	-19	-2	i
6	9	3	1	24	CCOC(=O)c1c(CN2CCN(CCO)CC2)n(-c2ccccc2)c2cc(Br)c(O)cc12	14	-3	8	9	i
-4	4	-2	1	-7	CC(C)(C)c1cc(C(=O)NNC(=O)c2ccc(Cl)cc2)no1	-5	2	-10	0	i
-2	4	-2	-1	8	CCCCCCOc1ccc(/C=c2\s/c(=C(/C#N)C(=O)NCc3ccco3)n(-c3ccccc3)c2=O)cc1	-8	2	-4	-3	i
-2	-5	3	0	24	CN(c1ccccn1)c1ncnc2[nH]ncc12	-7	27	7	4	i
3	0	-2	-8	22	O=C(CCS(=O)(=O)c1ccc(Br)cc1)NC1CCCC1	-4	-4	6	-4	i
0	-3	0	-1	27	O=C(NCc1ccco1)c1ccc2snnc2c1	·	1	·	2	i
-3	-6	-2	-2	34	Cc1cc2nc(C)c(Cl)c(=O)n2[nH]1	-7	3	12	0	i
10	5	1	0	21	CC(=O)C1=C(O)C(=O)N(Cc2cccnc2)C1c1ccc(O)cc1 (centres undefined)	-44	5	-54	-2	i
6	-1	-1	-4	6	CC1CCN(S(=O)(=O)c2ccc(Cl)cc2)CC1	-7	0	6	-4	i
1	-6	-1	-1	28	O=C(Nc1cc(S(=O)(=O)N2CCOCC2)ccc1Cl)C(=O)c1c(-c2ccccc2)cc2ccccn12	4	-2	14	1	i
0	0	-3	1	5	Cc1cccc(NC(=O)CSc2nnc(CNC(=O)c3ccc(S(=O)(=O)N(C)C)cc3)n2-c2cccc(C)c2)c1	-3	2	-3	-2	i
-4	-5	1	-3	9	CCC1Sc2ccccc2N(CC(=O)NCc2ccc3c(c2)OCO3)C1=O (centres undefined)	·	1	·	9	i
-2	-1	1	1	1	CCN1CCCC(Sc2nc3c([nH]2)c(=S)n(C)c(=O)n3C)C1 (centres undefined)	-7	5	7	-2	i
-3	-2	-2	5	15	COc1ccc(OC)c(NC(=O)c2cc3sccc3n2C)c1	1	3	0	-1	i
4	-3	0	0	4	COc1ccc(/C=C/C(=O)O)cc1S(=O)(=O)NCc1ccccc1	-6	2	-5	-2	i
2	4	-2	0	-23	CCOC(=O)N1CCN(C(=O)c2ccc(Oc3ccc([N+](=O)[O-])cc3)cc2)CC1	-14	1	-2	-1	i
5	1	2	-10	15	COc1ccc(Cn2c(=S)[nH]c3cc(C(=O)NCc4cccnc4)ccc3c2=O)cc1	6	0	34	-5	i
-1	-3	-2	-7	12	COCCNC(=O)C(C(=O)c1ccc(F)cc1)n1cc(C)ccc1=O (centres undefined)	0	1	6	2	i
16	2	-2	2	36	CCOC(=O)c1c(S(=O)(=O)Nc2ccc(CN3CCC(C)CC3)cc2)c(C)n(C)c1C	-8	3	-18	-5	i
2	4	0	8	33	O=C(c1sc2ccccc2c1Cl)N(Cc1ccco1)C1CCS(=O)(=O)C1 (centres undefined)	6	2	1	1	i
-2	-2	-26	-2	-1	Cn1c(SCC(N)=O)nnc1C1CCN(C(=O)NCc2ccccc2)CC1	1	4	3	0	i
-8	9	0	4	37	O=S(=O)(Nc1ncccn1)c1ccc(NC(=S)NCc2cccnc2)cc1	13	-3	35	-2	i
-4	-2	0	1	31	COc1cc2c(cc1NC(=O)CCCCCN1C(=O)CCC1=O)oc1ccccc12	2	0	-1	0	i
9	2	-3	2	5	CN1CCN(c2ccc(CNS(=O)(=O)c3ccc(Cl)cc3)cc2)CC1	-6	0	0	1	i
-10	10	0	5	·	COc1cc(/C=C2\SC(=S)N(CC(=O)O)C2=O)ccc1OS(=O)(=O)c1ccc(C)cc1	-2	·	-1	·	i
1	0	1	2	50	Cc1ccc2nc(N3C(=O)C(O)=C(C(=O)c4cc5ccccc5o4)C3c3cccs3)sc2c1 (centres undefined)	-12	-2	-10	2	i
-1	7	2	3	6	NC1=NC[C@@H](Cc2ccc(O)cc2)N1CCC12CC3CC(CC(C3)C1)C2	-1	0	1	·	i
-4	12	-2	1	18	CCCC1=Nc2cc(C(=O)N3CCN(c4ccccn4)CC3)ccc2Sc2ccc(C)cc21	14	0	10	8	i
-6	6	-6	-2	15	CCOc1cc(C(=O)NC(=S)Nc2ccc(Cl)c(C(=O)O)c2)cc(OCC)c1OCC	-5	1	-6	-4	i
12	11	-2	-1	28	COc1ccc(NC(=S)N2CCC(C(O)(c3ccccc3)c3ccccc3)CC2)cc1	-8	0	-18	0	i
-2	4	1	·	8	C=Cn1cc[n+](CC(=O)c2ccc(Br)s2)c1	6	2	21	4	i
0	1	-2	1	?	CCn1c(SCc2ccccc2)nnc1-c1ccc(S(=O)(=O)N2CCCCC2)cc1	-7	-1	-1	10	i
1	7	0	-2	38	CCOc1ccccc1NS(=O)(=O)c1ccc2[nH]c(=O)[nH]c2c1	-5	3	11	-3	i
-2	-3	-3	4	19	CC(=O)Nc1cc2c(=O)n(Cc3ccccc3)c(C)nc2cc1N1CCOCC1	-3	0	4	-1	i
4	6	1	3	-52	O=C(CN1C(=O)NC(Cc2ccccc2)C1=O)Nc1ccc(F)cc1 (centres undefined)	8	-1	-9	-2	i
2	6	0	-1	14	CN(C)c1ccc(C(CNC(=O)c2ccc(C#N)cc2)c2c[nH]c3ccccc23)cc1 (centres undefined)	6	1	19	-3	i
3	1	-8	5	23	CCOc1ccc(NC(=O)COC(=O)c2cccnc2)cc1	4	0	5	0	i
-4	0	-1	-5	25	Cc1ccc(C(O)c2nc3ccccc3n2C(C)C)cc1 (centres undefined)	6	3	4	0	i
-5	5	-4	1	5	CCOC(=O)N1CCN(C(=S)Nc2cccc(C)c2C)CC1	-2	-7	-5	-5	i
0	-2	-3	-2	27	CC1(Cc2cn(CCC#N)c3ccccc23)OCCO1	1	3	0	1	i
-6	-1	0	-8	33	COc1ccc(CCC(=O)NCCc2ccc(Cl)cc2)cc1	2	0	3	-3	i

The list continues.
Platelet DG rel	HDAC3 inhib	GSK3A inh	DYRK1A inh	AI-2 QS mod	SMILES	HSF1 inh	GSK3B inh	HSF-1 act	HSP90 refold inh	PolyA inhibitor
7	·	·	-6	3	COc1cc2[nH]c(=S)n(NC(=O)c3ccccc3)c(=O)c2cc1OC	5	-2	11	5	i
3	12	-1	-8	7	CCCCCC(=O)N/N=C(\C)c1ccc(N2CCCCC2)cc1	-3	2	-1	-6	i
-9	0	-4	8	19	O=C1NC(c2ccccc2)CCC1(Cl)Cl (centres undefined)	-4	3	-13	1	i
-2	-1	-3	-1	11	COCCCNC(=O)CN(c1cccc(Cl)c1)S(C)(=O)=O	1	-2	4	3	i
-30	-1	-1	7	1	O=C(CN1CCN(C(=O)c2cccs2)CC1)Nc1ccc(Br)cc1	7	-1	33	4	i
-25	-1	2	7	8	O=C(NC12CC3CC(CC(C3)C1)C2)c1ccc(-c2ccc(Cl)cc2)o1	4	-2	9	9	i
-3	-8	·	11	7	CC(=O)Nc1cccc(Oc2ccc3c(c2)C(=O)NC3=O)c1	17	-1	29	0	i
0	·	·	-2	22	Cc1c([N+](=O)[O-])cc(S(=O)(=O)Nc2ccc(-c3ccc(N4CCCC4)nn3)cc2)cc1[N+](=O)[O-]	1	1	-11	·	i
5	-13	-4	-4	6	CCOC(=O)N1CCN(C(=O)C(=O)NNC(=O)COc2ccc(Cl)cc2)CC1	-4	4	-5	-1	i
6	5	7	4	17	CCC(=O)N1CCc2cc(S(=O)(=O)CCC(=O)NCc3ccc(C)cc3)ccc21	-3	3	-8	-2	i
-1	3	0	1	10	O=C(COC(=O)C12CC3CC(CC(C3)C1)C2)Nc1ccc(OC(F)F)cc1	0	-1	5	1	i
4	-1	1	29	24	S=C(NC1CCCC1)N1CCOCC1	0	-2	7	-2	i
-9	1	-3	-2	-3	COC(=O)c1c(NC(=O)c2cccs2)sc2c1CCCC2	12	-3	37	3	i

Reprinted at random: two compounds from above, in no set order.
Platelet DG rel	HDAC3 inhib	GSK3A inh	DYRK1A inh	AI-2 QS mod	SMILES	HSF1 inh	GSK3B inh	HSF-1 act	HSP90 refold inh	PolyA inhibitor
-4	0	-1	-5	25	Cc1ccc(C(O)c2nc3ccccc3n2C(C)C)cc1 (centres undefined)	6	3	4	0	i
2	4	0	8	33	O=C(c1sc2ccccc2c1Cl)N(Cc1ccco1)C1CCS(=O)(=O)C1 (centres undefined)	6	2	1	1	i

Source: PubChem
